# Myeloid diff 2 = promotes myeloid progenitor differentiation. ER-HoxA9 myeloid progenitors, lysozyme-GFP differentiation, flow cytometry. calls only at 10 µM. actives 1% (n = 360,000). AID 624256;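 active = normalized GFP-positive differentiation at or above the plate's own cutoff, the solvent-only control mean plus 3 SD; inconclusive = no clear call, values can overlap the other calls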;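 also: cells exposed to compound for four days before flow analysis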
# GPR55 beta-arrestin = selective activators of receptor GPR55 – imaging, U2OS cells, beta-arrestin-GFP redistribution, primary screen (AID 1961); U2OS GPR55 beta-arrestin-GFP redistribution imaging; higher % means a stronger effect; one-dose activation, % at 10 µM; EC50 in µM for titrated hits; actives 0.048% (n = 290,000);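 active = activation above 40% with more than 50 cells counted in the well; inconclusive = wells holding fewer than 50 cells, flagged as toxic or sparse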;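 also: U2OS osteosarcoma cells stably expressing GPR55 and beta-arrestin-GFP; plate controls were DMSO negative control for no effect and LPI positive control for full effect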
# GPR55 antagonists = GPR55 antagonists blocking LPI-driven arrestin recruitment, primary screen, imaging, U2OS, beta-arrestin-GFP, LPI agonist (AID 2013); U2OS GPR55 beta-arrestin-GFP translocation imaging, LPI antagonism; higher % means a stronger effect; inhibition, % at 10 µM; hits with a dose series show IC50 in µM; actives 0.13% (n = 290,000);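 active = spots per cell inhibited over 60%, with over 100 cells counted and total cytoplasm intensity under 500,000; inconclusive = wells with under 100 cells, flagged as likely toxic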;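 also: U2OS cells stably carrying GPR55 and arrestin-GFP stimulated by 5 µM LPI near EC80; imaged beta-arrestin-GFP aggregate spots per cell after agonist stimulation; plate controls were LPI-stimulated DMSO wells for no effect and DMSO wells without LPI for full effect; some results filed as inactive read as strong as hits; confirmed hits need IC50 under 10 µM and bright autofluorescent wells are also inconclusive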
# NOD2 inhibition = NOD2 signaling inhibitors, cell-based, luminescence, uHTS, HEK293 (AID 1566); HEK293 NOD2/NF-kB luciferase reporter, luminescence; higher % means a stronger effect; inhibition, % at 4 µM, or EC50 in µM where a hit was titrated; actives 0.63% (n = 290,000); also: many of its hits are not listed in these tables
# NOD1 inhibition = inhibition of NOD1-driven NF-kB reporter – cell-based, luminescence, uHTS, primary screen (AID 1578); actives 1% (n = 290,000); NOD1-driven NF-kB luciferase reporter cells, luminescence; higher % means a stronger effect; one-dose inhibition, % at 4 µM; EC50 in µM for titrated hits; in the data active = inhibition mostly above about 36%, no sharp cut-off; inactive = mostly below about 34%;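 also: HEK-293T reporter cells stimulated with the NOD1 agonist gamma-tri-DAP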
# HIV peptide binding = inhibitors of HIV fusion peptide binding, primary screen, biochemical, uHTS, fluorescence dequenching (AID 1986); cell-free peptide binding, fluorescence dequenching, 30 min; higher % means a stronger effect; inhibition, % at 20 µM, or IC50 in µM where a hit was titrated; actives 0.3% (n = 290,000); in the data active = inhibition mostly above about 52%, no sharp cut-off; inactive = mostly below about 76%; also: some results filed as inactive read as strong as hits
# KOR beta-arrestin-1 = KOR antagonists, beta-arrestin recruitment, cell-based, luminescence, uHTS (AID 1778); KOR beta-arrestin recruitment, luminescence, antagonist mode; higher % means a stronger effect; one-dose inhibition, % at 10 µM; IC50 in µM for titrated hits; actives 0.091% (n = 290,000); also: strong numbers were not always called active
# GPR35 antagonists = GPR35 antagonists blocking zaprinast-driven arrestin recruitment, primary screen, imaging, U2OS, beta-arrestin-GFP, zaprinast agonist (AID 2058) | U2OS GPR35 beta-arrestin-GFP translocation imaging, zaprinast antagonism; higher % means a stronger effect | inhibition, % at 10 µM, or IC50 in µM where a hit was titrated | actives 0.052% (n = 290,000);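 active = inhibition of at least 50% with at least 30 cells and total cytoplasm GFP at most 10,000,000; inconclusive = under 30 cells or total GFP of 10,000,000 plus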
# KOR beta-arrestin-2 = KOR agonists, beta-arrestin recruitment, primary screen, cell-based, luminescence, uHTS (AID 1777); KOR beta-arrestin recruitment, luminescence; higher % means a stronger effect; activation, % at 10 µM; hits with a dose series show EC50 in µM; actives 0.02% (n = 280,000); in the data active = activation above about 50%, passing the limit was not always enough; also: a part of the inactive calls stands beside numbers as strong as those of hits
# Myeloid diff 2 GFP+ MAC1+ % = second read-out of Myeloid diff 2, no call of its own (marks repeat the call); GFP+ MAC1+ double positive, %; measured here: differentiation confirmed by MAC1 staining
# The depositor's hits bear a star; i = inactive; ? = inconclusive; / = no result given; [ ] = dose if it differs, or a comment. Rule as the data show it, unless noted: active = inhibition above about 50%; inactive = the rest. An excerpt; rates above refer to the full screens.
SMILES,Myeloid diff 2,Myeloid diff 2 GFP+ MAC1+ %,GPR55 beta-arrestin,GPR55 antagonists,NOD2 inhibition,NOD1 inhibition,HIV peptide binding,KOR beta-arrestin-1,GPR35 antagonists,KOR beta-arrestin-2
Cn1cnnc1SCCC(=O)Nc1ccccc1,i,1.7,0.1%,0%,-2%,-12%,-2.2%,-22%,-19%,-9.6%
Cc1nc2ccc(F)cc2cc1C(=O)NCc1ccco1,i,0.8,0.5%,18%,-1%,-12%,0.4%,18%,-14%,-4.9%
CCC1CCCCN1CCCNS(=O)(=O)c1ccc2c(c1)oc(=O)n2C (stereo unspecified),i,5.5,-0.1%,-21%,-15%,-2%,13%,-1%,14%,1.1%
COc1ccc(NC(=O)c2cccnc2Nc2ccccc2)cc1,i,0.2,-0.1%,3%,-7%,-19%,1.3%,-11%,-1%,-2.0%
Cc1ccc(C(=O)NNC(=O)c2cccc(Br)c2)cc1,i,1.0,-0.1%,16%,-1%,-12%,0.2%,-14%[20 µM],-3%,1.6%
O=C(Cn1nnc(-c2ccc(N3CCOCC3)cc2)n1)OC1CCCCC1,i,2.6,-0.1%,3%,16%,4%,-3.3%,18%,6%,-2.4%
CN(C)S(=O)(=O)Nc1ccc2c(c1)OCO2,i,7.8,0.2%,-17%,-6%,-8%,-1.6%,-23%,-4%,9.8%
CC(=O)c1c(C)[nH]c(C(=O)N2CCN(c3ccc(F)cc3)CC2)c1C,i,1.2,0.4%,22%,10%,14%,0.6%,0%,9%,-7.5%
Cc1ccc(OCc2nnc(NC(=O)OCC(C)C)s2)c(C)c1,/,/,-0.2%,-9%,13%,-10%,0.5%,-47%,-15%,-1.6%
CS(=O)(=O)N(CC(=O)Nc1ccc(C(N)=O)cc1)C1CCCCC1,i,0.5,0.2%,-8%,8%,-12%,1.0%,-9%,12%,108%
COC(=O)C(F)(Sc1c(C)n(C)n(-c2ccccc2)c1=O)C(F)(F)F (stereo unspecified),i,6.2,0.4%,0%,-1%,-11%,-0.9%,2%,2%,-1.7%
Cc1cc2nc(Cl)c(Cl)nc2cc1C,i,0.5,0.4%,-2%,6%,-13%,0.2%,-12%,3%,-0.1%

# Overlap with the part before: seven entries; new compounds follow.
SMILES,Myeloid diff 2,Myeloid diff 2 GFP+ MAC1+ %,GPR55 beta-arrestin,GPR55 antagonists,NOD2 inhibition,NOD1 inhibition,HIV peptide binding,KOR beta-arrestin-1,GPR35 antagonists,KOR beta-arrestin-2
O=C(Cn1nnc(-c2ccc(N3CCOCC3)cc2)n1)OC1CCCCC1,i,2.6,-0.1%,3%,16%,4%,-3.3%,18%,6%,-2.4%
CN(C)S(=O)(=O)Nc1ccc2c(c1)OCO2,i,7.8,0.2%,-17%,-6%,-8%,-1.6%,-23%,-4%,9.8%
CC(=O)c1c(C)[nH]c(C(=O)N2CCN(c3ccc(F)cc3)CC2)c1C,i,1.2,0.4%,22%,10%,14%,0.6%,0%,9%,-7.5%
Cc1ccc(OCc2nnc(NC(=O)OCC(C)C)s2)c(C)c1,/,/,-0.2%,-9%,13%,-10%,0.5%,-47%,-15%,-1.6%
CS(=O)(=O)N(CC(=O)Nc1ccc(C(N)=O)cc1)C1CCCCC1,i,0.5,0.2%,-8%,8%,-12%,1.0%,-9%,12%,108%
COC(=O)C(F)(Sc1c(C)n(C)n(-c2ccccc2)c1=O)C(F)(F)F (stereo unspecified),i,6.2,0.4%,0%,-1%,-11%,-0.9%,2%,2%,-1.7%
Cc1cc2nc(Cl)c(Cl)nc2cc1C,i,0.5,0.4%,-2%,6%,-13%,0.2%,-12%,3%,-0.1%
CCn1ncc(/C=C/C(=O)NCc2cnn(C)c2C)c1C,i,5.3,0.0%,1%,6%,-15%,5.8%,-20%,5%,0.7%
NC(=O)N/N=C/c1coc2ccc(O)cc2c1=O,i,0.3,-0.2%,-3%,-15%,-4%,-1.1%,-10%,3%,3.4%
NC(=O)CNC(=O)C1CCCc2c1[nH]c1ccc(Cl)cc21 (stereo unspecified),i,0.8,0.2%,-9%,17%,-23%,2.2%,24%,4%,0.0%
Cc1ccc(S(=O)(=O)N2CCOCC2)cc1NC(=O)CSc1nnc2cc(C)c3ccccc3n12,i,0.6,/,3%,0%,2%,-1.9%,-3%,4%,-1.6%
O=C(CCN1C(=O)S/C(=C\c2ccccc2)C1=O)Nc1ccc(O)cc1C(=O)O,i,1.2,-0.1%,2%,1%,-16%,5.4%,18%,1%,1.0%
COc1ccccc1NC(=O)Nc1ccc2c(c1)OCCO2,i,0.2,0.1%,3%,-52%,3%,-2.7%,22%,-1%,-5.9%
C=C(C)C(=O)N1CC2(CC(c3cccc(NC(=O)c4ccccc4)c3)=NO2)C[C@@H]1C(N)=O (stereo partly specified),i,1.7,-0.1%,23%,-1%,5%,-0.6%,-35%,14%,1.6%
CCOC(=O)c1c(C)[nH]c(C(=O)CSc2ccc(Cl)cc2)c1C,i,0.7,-0.1%,60%,-84%,-96%,0.4%,-2%,-8%,40%
CCCCNc1cc(Cl)nc(N)n1,i,0.7,-0.6%,-15%,8%,-13%,9.4%,13%,5%,5.6%
O=C/C=C/c1c(-c2ccccc2)cc2oc3ccccc3cc1-2,i,1.1,1.7%,-5%,6%,-10%,24%,4%,-18%,-0.7%
COc1cc2cc(C(c3nnnn3C3CCCCC3)N(C)C3CCCCC3)c(=O)[nH]c2cc1OC (stereo unspecified),i,1.6,0.2%,3%,4%,7%,0.7%,-69%,2%,4.4%
Cc1ccc(CN(C(=O)c2ccccc2C)C2CCS(=O)(=O)C2)o1 (stereo unspecified),i,4.8,-0.2%,-11%,-8%,-46%,0.7%,-10%,-2%,4.7%
COc1ccccc1C(=O)OCC(=O)NC(=O)NCc1ccccc1,i,0.3,0.2%,3%,-2%,-37%,-1.7%,0%,0%,-2.5%
O=C(Cn1cnc2ccccc2c1=O)c1ccc(OC(F)F)cc1,?,/,0.0%,5%,-20%,-42%,-1.0%,10%,10%,-1.6%
COc1ccc(C2=CC(c3ccco3)n3ncnc3N2)cc1 (stereo unspecified),i,1.2,0.0%,3%,9%,-31%,30%,-14%,-6%,4.4%
O=C1CSc2ccc(S(=O)(=O)CCC(=O)NC3CCCCC3)cc2N1,i,0.5,0.0%,8%,4%,-26%,1.5%,-12%,10%,2.1%
O=C(CCN1CCN(S(=O)(=O)c2ccc(Cl)cc2)CC1)Nc1ccccc1F,i,0.4,-0.7%,10%,4%,-14%,-0.5%,6%,-7%,4.5%
Cc1ccc(C(=O)c2sc3nc4c(cc3c2N)CCC4)cc1,i,0.2,-0.2%,5%,-45%,-38%,1.5%,44%,-5%,-2.2%
CC(C)CC(NC(N)=O)C(=O)OCC(=O)Nc1ccc(SC(F)F)cc1 (stereo unspecified),i,0.4,0.4%,-10%,-10%,-17%,-1.1%,-41%,6%,-3.1%
CN(CC(CC(=O)Nc1nncs1)c1ccccc1)S(=O)(=O)c1ccccc1 (stereo unspecified),i,1.8,0.9%,3%,-6%,8%,-2.4%,-15%,9%,-4.5%
CCNC(=O)CC1C(=O)N(c2ccc(F)cc2)C(=O)N1CCc1sccc1C (stereo unspecified),i,0.3,-0.6%,7%,-15%,-25%,4.0%,1%,-4%,-1.4%
O=C(N/N=C/c1ccccc1)c1cc[n+]([O-])cc1,i,0.3,-0.2%,2%,6%,-24%,-1.0%,-31%,21%,2.6%
CN(C)S(=O)(=O)c1ccc(C(=O)Nc2ccc3c(c2)CCC3)cc1,i,0.5,-0.2%,-5%,10%,2%,0.8%,7%,15%,1.6%
N/C(=N\c1nc(CSc2ccccn2)cc(=O)[nH]1)Nc1ccc(Cl)cc1Cl,i,0.6,-0.1%,3%,8%,-1%,-1.1%,7%,-4%,-0.6%
COc1ccc(N(C(=O)c2ccco2)C(C(=O)NC2CCCC2)c2cccnc2)c(OC)c1 (stereo unspecified),i,3.1,-0.2%,-9%,10%,-17%,-1.1%,-7%,0%,-4.0%
CCOC(=O)c1ccc(NS(=O)(=O)c2ccc3c(c2)n(C)c(=O)n3C)cc1,i,0.7,-0.1%,-3%,12%,-2%,-1.9%,-6%,-18%,5.3%
Clc1cccc(Cl)c1CSc1nnc([C@@H]2CCCN2)o1,i,0.5,0.0%,11%,-2%,-15%,1.3%,-20%,-4%,0.9%
O=C(O)CC1NC(=O)N(c2ccccc2)C1=O (stereo unspecified),/,/,-0.1%,-2%,8%,0%,14%,-16%,-13%,12%
CC[C@H](C)C(C(=O)N1CCN(C(=O)OC(C)(C)C)CC1)n1cc(C(CO)NC(=O)OC(C)(C)C)nn1 (stereo partly specified),i,1.4,0.7%,-7%,-1%,-36%,1.2%,-28%,-11%,1.9%
Cc1nn(-c2cc(C)c3ccccc3n2)c2c1C1C(C2)C1(C)C (stereo unspecified),i,1.0,0.5%,7%,13%,-12%,4.8%,24%,-11%,6.6%
COC(=O)c1sccc1NC(=O)COc1ccccc1Cl,i,0.6,-0.1%,4%,-62%,-30%,2.8%,9%,-2%,-0.9%
Nc1cccnc1Sc1cc(Cl)cc(Cl)c1,i,1.0,0.0%,6%,-1%,-4%,0.9%,-31%,-6%,0.2%
CC(C)Oc1ccc(C2NC(=O)NC2=O)cc1 (stereo unspecified),i,1.0,-0.1%,-2%,2%,14%,-1.1%,-19%,25%,-7.9%
COc1ccc(S(=O)(=O)N2CCC(C(=O)NCCC(=O)Nc3nccs3)CC2)cc1,i,4.7,-0.2%,-17%,2%,-9%,0.2%,-18%,-6%,3.6%
Cc1ccccc1CCNC(=O)C1CCC(=O)N(Cc2ccc(Cl)cc2)C1 (stereo unspecified),i,0.6,-0.1%,18%,-3%,-35%,-2.3%,21%,3%,0.5%
COc1ccc(-c2csc(-n3ncc(C(=O)O)c3C(F)(F)F)n2)cc1,i,0.5,0.0%,1%,-29%,14%,1.3%,31%,-2%,7.3%
COc1ccc(CN(C)C(=O)CNC(=O)c2ccc(C)cc2)cc1,i,2.1,0.3%,1%,-11%,12%,-1.9%,-14%,9%,-4.5%
NC(=O)c1ccsc1NC(=O)COC(=O)CCOc1ccccc1,i,0.8,-0.1%,-2%,-3%,-10%,2.2%,-11%,4%,3.7%
CN(C)/N=C/c1cc(Cl)cc([N+](=O)[O-])c1O,i,0.6,0.0%,6%,22%,-24%,24%,4%,-6%,-2.2%
